Screening data: PubChem BioAssay, National Center for Advancing Translational Sciences (NCATS)
D1 agonist: activates the human D1 dopamine receptor | activation, % at 2 µM | HEK293 T-REx D1 cells, calcium flux, agonist mode | P21728 | AID 504660 | 1% of 360,000 active; in the data active means activation above about 30%; further: 0% is about no effect
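Inducible HEK293 T-REx D1 cells, force-coupled to calcium signalling, were plated at 4000 cells/well with tetracycline and held overnight at 30 C. After no-wash calcium dye loading, compound-evoked calcium rise over 180 s flagged agonists.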
D1 potentiator: potentiators of human D1 dopamine receptor; P21728; HEK293 TREx D1 cells, calcium flux, dopamine EC20 potentiation; 0.036% of 360,000 active; potentiation, % at 10 µM; in the data active means potentiation above about 30%; further: 0% is about no effect
D1 antagonist: human D1 dopamine receptor antagonism | P21728 | HEK293 TREx D1 cells, calcium flux, dopamine EC80; stronger effect = lower value | activity change, negative = inhibition, % at 10 µM | 3.2% of 360,000 active; in the data active means activity change below about -30%; further: on the % scale 0 is the no-effect control and ±100 the full control effect
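Inducible Hek293 Trex D1 cells (tetracycline, overnight, 30 C). Calcium dye 30–90 min RT. Antagonist mode: EC80 dopamine added after 180 s compound read.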
D2 potentiator: positively modulates the human D2 dopamine receptor allosterically; 0.34% of 340,000 active; HEK293 T-REx D2, calcium flux, EC20 dopamine potentiation; potentiation, % at 10 µM; P14416; AID 485347;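 active means potentiation over 3 SD above the plate norm, cut at about 30% in these data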; further: 0% is about no effect
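Using a no-wash calcium dye in inducible, force-coupled HEK293 Trex cells expressing D2, we tracked fluorescence each second for 180 s after compound, then for 180 s after EC20 dopamine to detect augmented signalling.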
LDHA inh: LDHA (human) enzyme inhibition. P00338. purified LDHA, NADH/diaphorase-resazurin fluorescence; stronger effect = lower value. activity change, % (values are at about 110 or 230 µM). 0.15% of 480,000 active. AID 1347041; in the data active means activity change below about -30%; inconclusive means mostly about -25% to -30%;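 further: plate controls were DMSO wells for no effect and wells without enzyme for full effect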
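Remaining NADH was detected by diaphorase (0.133 mg/mL) converting 37 µM resazurin to fluorescent resorufin, read at 0 and 20 minutes. The preceding 5-minute room-temperature reaction used 2 nM LDHA, 0.2 mM sodium pyruvate and 0.06 mM NADH at pH 7.4.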
RXFP1 agonist: agonists of human relaxin receptor RXFP1 | Q9HBX9 | HEK293T-RXFP1 cAMP TR-FRET, 30 min; response scale: percent of porcine relaxin response, buffer zero | 0.3% of 370,000 active | Potency, µM (series often up to 57.5 µM), for inactives: at the highest dose activation, usual class: activators | AID 2676; further: potency means the concentration at half of the fitted maximal effect; on the % scale 0 is the no-effect control and ±100 the full control effect; nearly all actives have a fitted effect of over 60% in size; many of its hits are not listed in these tables
Target sequence (Q9HBX9 whole entry, looked up): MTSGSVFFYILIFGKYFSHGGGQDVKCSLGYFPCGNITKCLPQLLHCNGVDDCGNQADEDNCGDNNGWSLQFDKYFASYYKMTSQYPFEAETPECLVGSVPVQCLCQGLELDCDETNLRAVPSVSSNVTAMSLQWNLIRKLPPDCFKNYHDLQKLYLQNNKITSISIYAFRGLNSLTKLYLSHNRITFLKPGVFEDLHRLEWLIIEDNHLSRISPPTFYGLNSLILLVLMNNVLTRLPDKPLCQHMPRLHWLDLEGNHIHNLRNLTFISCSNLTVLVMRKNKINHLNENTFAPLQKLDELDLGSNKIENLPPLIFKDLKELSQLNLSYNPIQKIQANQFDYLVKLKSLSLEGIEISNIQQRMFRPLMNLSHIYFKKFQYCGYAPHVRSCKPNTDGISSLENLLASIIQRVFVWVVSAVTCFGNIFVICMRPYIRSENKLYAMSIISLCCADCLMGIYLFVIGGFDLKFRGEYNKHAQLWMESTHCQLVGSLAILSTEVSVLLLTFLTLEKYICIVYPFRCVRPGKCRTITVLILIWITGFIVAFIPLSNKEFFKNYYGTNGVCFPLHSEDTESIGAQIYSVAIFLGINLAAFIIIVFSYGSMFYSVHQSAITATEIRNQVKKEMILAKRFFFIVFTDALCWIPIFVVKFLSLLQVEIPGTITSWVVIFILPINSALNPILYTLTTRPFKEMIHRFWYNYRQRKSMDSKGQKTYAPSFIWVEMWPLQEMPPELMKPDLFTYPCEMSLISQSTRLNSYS
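HEK293 cells stably expressing RXFP1, treated 30 min at 37C with compounds plus PDE4 inhibitor Ro 20174; cAMP measured by HTRF TR-FRET. Normalized to buffer and 29 nM porcine relaxin; EC50 by Hill fit.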
Vif-A3G inh: inhibitors of Vif-APOBEC3G interaction; HeLa A3G-eYFP + Vif (tagged APOBEC3G with the HIV-1 protein that degrades it), YFP fluorescence, overnight; Potency, µM (highest dose often 46.1 µM), for inactives: at the top dose activity, negative = active, usual class: inhibitors; 0.076% of 410,000 active;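 further: potency means the concentration at half of the fitted maximal effect; on the % scale 0 is the no-effect control and ±100 the full control effect; nearly all actives have a fitted effect of over 60% in size; hits raise eYFP signal because A3G escapes Vif-driven loss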
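HeLa cells stably expressing Vif and C-terminally eYFP-tagged A3G, seeded overnight at 37 deg C, then exposed to compound by pintool overnight at 37 deg C. Rise in yellow fluorescence (Ex 488/Em 500-530, Acumen) marks blocked Vif-driven A3G degradation.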
Vif-APOBEC3F blk: blocks the Vif interaction with APOBEC3F | HeLa A3F-eYFP + Vif (tagged APOBEC3F with the HIV-1 protein that degrades it), YFP fluorescence increase | Potency, µM (top dose mostly 46.1 µM), inactives show at the highest dose activity, negative = active | 0.2% of 390,000 active | AID 602313; further: potency means the concentration at half of the fitted maximal effect; % of control where 0% means no effect; nearly all actives have a fitted effect of over 65% in size
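Fluorescence increase (Ex 488/Em 500-530) after overnight compound treatment at 37 deg C flags inhibition of Vif-driven A3F-eYFP loss in stable HeLa A3F-eYFP/Vif cells seeded overnight beforehand.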
Glioma ERSR ind: induces the endoplasmic reticulum stress response in human glioma cells; U87-MG GRP78 promoter luciferase reporter, 16 h; Potency, µM, for inactives: at the top dose activation, hits mostly activators; 0.02% of 420,000 active; AID 602332; further: potency means the concentration at half of the fitted maximal effect; series mostly up to about 76 µM; % of control where 0% means no effect; nearly all actives have a fitted effect of over 35% in size
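Stably transfected U87-MG glioma cells carrying a GRP78-based luciferase sensor; 16 h compound incubation. Luminescence end-point read 10 min after Bright-Glo addition at room temperature.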
Numbers without * were called inactive. Unless noted, the call rests on the fitted dose curve; in most records, active means well fitted curve in the direction sought with a large enough effect; inconclusive means small, poorly fitted or top-dose-only effect, or another doubt; inactive means no such curve, though single readings can be large; an effect the other way counts as inactive or inconclusive. A portion of the library, so the mix of outcomes need not match the whole.

How did N#Cc1sc2nc(-c3cccs3)cc(-c3ccccc3)c2c1N do in these assays?
D1 agonist: -1; D1 potentiator: 0; D1 antagonist: 1; D2 potentiator: 2; LDHA inh: -4; RXFP1 agonist: 17%; Vif-A3G inh: 3%; Vif-APOBEC3F blk: inconclusive; Glioma ERSR ind: -4%

How did Cc1nnc(NC(=O)C2CCN(S(=O)(=O)c3ccc(Cl)cc3)CC2)s1 do in these assays?
D1 agonist: 1; D1 potentiator: 2; D1 antagonist: 9; D2 potentiator: -8; LDHA inh: -2; RXFP1 agonist: 0.1%; Vif-A3G inh: 0%; Vif-APOBEC3F blk: -2%; Glioma ERSR ind: 3%

How did O=C(NCCN1CCOCC1)c1nn2c(c1Cl)NC(c1ccccc1)CC2C(F)(F)F (stereo not drawn) do in these assays?
LDHA inh: 3; RXFP1 agonist: -0.2%; Vif-A3G inh: 3%; Vif-APOBEC3F blk: 0%; Glioma ERSR ind: -3%

Results for COc1ccc(NC(=O)N(C)C[C@H]2OCc3cnnn3CCCC(=O)N([C@@H](C)CO)C[C@H]2C)c(OC)c1 ?
LDHA inh: 3; Vif-A3G inh: -1%; Vif-APOBEC3F blk: 11%; Glioma ERSR ind: -5%

What do the screens show for `C[C@H](CO)N1C[C@H](C)[C@H](CN(C)Cc2ccncc2)OCc2ccccc2-c2c(n(C)c3ccccc23)C1=O`?
LDHA inh: 4; Vif-A3G inh: 1%; Vif-APOBEC3F blk: -8%; Glioma ERSR ind: -5%

Results for Cc1cc(N2C(=O)NC(=O)CC2C)c(C)cc1C(C)C (stereo not drawn) ?
D1 agonist: 1; D1 potentiator: -2; D1 antagonist: 2; D2 potentiator: -9; LDHA inh: -4; RXFP1 agonist: 3.7%; Vif-A3G inh: 2%; Vif-APOBEC3F blk: -17%; Glioma ERSR ind: -3%

How did COc1ccc(-c2noc(-c3ccccc3C(=O)N3CCOCC3)n2)cc1 do in these assays?
D1 agonist: -1; D1 potentiator: -3; D2 potentiator: -6; LDHA inh: 1; RXFP1 agonist: 2.8%; Vif-A3G inh: 1%; Vif-APOBEC3F blk: 3%; Glioma ERSR ind: -3%

Results for O=C(Cn1cnc2c(nnn2Cc2ccc(Cl)cc2)c1=O)c1ccccc1 ?
D1 agonist: 7; D1 potentiator: -4; D1 antagonist: -28; D2 potentiator: 10; LDHA inh: -1; RXFP1 agonist: 0.4%; Vif-A3G inh: 1%; Vif-APOBEC3F blk: -4%; Glioma ERSR ind: 1%

Results for O=C(NCCCN1CCOCC1)Nc1ccc(Cc2ccc(NC(=O)NCCCN3CCOCC3)cc2)cc1 ?
D1 agonist: 3; D1 potentiator: -5; D1 antagonist: -9; D2 potentiator: -7; LDHA inh: -1; RXFP1 agonist: -0.6%; Vif-A3G inh: -4%; Vif-APOBEC3F blk: 3%; Glioma ERSR ind: -4%

Results for O=S(=O)(Nc1cccc2ccccc12)N1CCCC1 ?
D1 agonist: 2; D1 potentiator: 1; D1 antagonist: -1; LDHA inh: 7; RXFP1 agonist: 1.0%; Vif-A3G inh: -1%; Vif-APOBEC3F blk: -21%; Glioma ERSR ind: 1%

Results for CCC(COC)Oc1cc(NCc2ccccc2)c2ncn(C(C)C)c2c1 (stereo not drawn) ?
D1 agonist: -1; D1 potentiator: 0; D2 potentiator: 15; LDHA inh: 24; RXFP1 agonist: 1.3%; Vif-A3G inh: inconclusive; Vif-APOBEC3F blk: -23%; Glioma ERSR ind: -9%

What do the screens show for `COCCn1c(-c2cc(OC)c(OC)c(OC)c2)nc2oc3ccccc3c(=O)c2c1=O`?
D1 agonist: 1; D1 potentiator: 7; D1 antagonist: 4; D2 potentiator: 16; LDHA inh: -10; RXFP1 agonist: -0.1%; Vif-A3G inh: -13%; Vif-APOBEC3F blk: -10%; Glioma ERSR ind: -2%

How did CN(CC(=O)Nc1cccc(F)c1)C(=O)c1ccc(C(=O)c2ccccc2)cc1 do in these assays?
D1 agonist: 18; D1 potentiator: -6; D1 antagonist: -60*; D2 potentiator: -11; LDHA inh: -3; RXFP1 agonist: 0.2%; Vif-A3G inh: 0%; Vif-APOBEC3F blk: -13%; Glioma ERSR ind: -1%

How did CSCCC(=O)N(C)CC1CCCN(CCc2cccc(C(F)(F)F)c2)C1 (stereo not drawn) do in these assays?
D1 agonist: 1; D1 potentiator: -5; D1 antagonist: -1; D2 potentiator: -12; LDHA inh: -6; RXFP1 agonist: 0.0%; Vif-A3G inh: -1%; Vif-APOBEC3F blk: 3%; Glioma ERSR ind: -2%

How did NNC(=O)COc1cccc2cccnc12 do in these assays?
D1 agonist: -1; D1 potentiator: 2; D1 antagonist: -2; D2 potentiator: 15; LDHA inh: -6; RXFP1 agonist: -0.4%; Vif-A3G inh: 2%; Vif-APOBEC3F blk: -12%; Glioma ERSR ind: -6%

Ordered by molecular weight (smallest number first): some entries from above.
How did NNC(=O)COc1cccc2cccnc12 do in these assays?
D1 agonist: -1; D1 potentiator: 2; D1 antagonist: -2; D2 potentiator: 15; LDHA inh: -6; RXFP1 agonist: -0.4%; Vif-A3G inh: 2%; Vif-APOBEC3F blk: -12%; Glioma ERSR ind: -6%

Results for Cc1cc(N2C(=O)NC(=O)CC2C)c(C)cc1C(C)C (stereo not drawn) ?
D1 agonist: 1; D1 potentiator: -2; D1 antagonist: 2; D2 potentiator: -9; LDHA inh: -4; RXFP1 agonist: 3.7%; Vif-A3G inh: 2%; Vif-APOBEC3F blk: -17%; Glioma ERSR ind: -3%

Results for O=S(=O)(Nc1cccc2ccccc12)N1CCCC1 ?
D1 agonist: 2; D1 potentiator: 1; D1 antagonist: -1; LDHA inh: 7; RXFP1 agonist: 1.0%; Vif-A3G inh: -1%; Vif-APOBEC3F blk: -21%; Glioma ERSR ind: 1%

Results for O=C(Cn1cnc2c(nnn2Cc2ccc(Cl)cc2)c1=O)c1ccccc1 ?
D1 agonist: 7; D1 potentiator: -4; D1 antagonist: -28; D2 potentiator: 10; LDHA inh: -1; RXFP1 agonist: 0.4%; Vif-A3G inh: 1%; Vif-APOBEC3F blk: -4%; Glioma ERSR ind: 1%

Further records:
Results for Cc1ccc(NC(=O)CSc2nc3c(oc4ccccc43)c(=O)n2Cc2ccco2)cc1 ?
D1 agonist: 1; D1 potentiator: -4; D1 antagonist: 8; D2 potentiator: -6; LDHA inh: -9; RXFP1 agonist: 2.8%; Vif-A3G inh: 4%; Vif-APOBEC3F blk: 6%; Glioma ERSR ind: 1%

What do the screens show for `COC(=O)CN1C(=S)N(c2ccc(Cl)cc2)C(=O)C1CC(=O)Nc1ccc(Cl)cc1` (stereo not drawn)?
D1 agonist: 3; D1 potentiator: -3; D1 antagonist: -6; D2 potentiator: 12; LDHA inh: 2; RXFP1 agonist: -0.2%; Vif-A3G inh: -10%; Vif-APOBEC3F blk: -3%; Glioma ERSR ind: 16%

Results for CCN1CCN(C(=O)c2ccc(C(F)(F)F)cc2)CC1 ?
D1 agonist: 0; D1 potentiator: -3; D2 potentiator: -4; LDHA inh: -6; RXFP1 agonist: 0.0%; Vif-A3G inh: 1%; Vif-APOBEC3F blk: 7%; Glioma ERSR ind: -6%

What do the screens show for `COC(=O)Cc1c(C)c2ccc(OCC(=O)NCc3ccc4c(c3)OCO4)cc2oc1=O`?
D1 agonist: 8; D1 potentiator: 2; D1 antagonist: -4; D2 potentiator: -7; LDHA inh: -8; RXFP1 agonist: 4.0%; Vif-A3G inh: -9%; Vif-APOBEC3F blk: -2%; Glioma ERSR ind: 5%

How did Cc1cc(C)nc(N/N=C/C2=C(N3CCOCC3)C(=C\c3ccc(Cl)cc3)/CC2)n1 do in these assays?
D1 agonist: -2; D1 potentiator: -2; D1 antagonist: -1; D2 potentiator: 6; LDHA inh: -5; RXFP1 agonist: 1.5%; Vif-A3G inh: -10%; Vif-APOBEC3F blk: inconclusive; Glioma ERSR ind: -5%

How did Cc1ccc(C(=O)NC(=S)Nc2ccc(CN3CCCCC3)cc2)c(C)c1 do in these assays?
D1 agonist: 12; D1 potentiator: -11; D1 antagonist: -42*; D2 potentiator: 4; LDHA inh: -2; RXFP1 agonist: 0.2%; Vif-A3G inh: 4%; Vif-APOBEC3F blk: 7%; Glioma ERSR ind: -3%

Results for O=c1[nH]snc1-c1c(Cl)cccc1Cl ?
LDHA inh: -7; Vif-A3G inh: -1%; Vif-APOBEC3F blk: 0%; Glioma ERSR ind: -1%

How did O=C(Nc1ccccc1)NC1(C(=O)NCCCN2CCOCC2)CCCCC1 do in these assays?
D1 agonist: 1; D1 potentiator: -5; D1 antagonist: 9; D2 potentiator: -3; LDHA inh: -1; RXFP1 agonist: 0.8%; Vif-A3G inh: 0%; Vif-APOBEC3F blk: 3%; Glioma ERSR ind: 0%

What do the screens show for `Cc1ccccc1-c1nc2c(s1)CCc1onc(-c3ccc(Cl)cc3)c1-2`?
D1 agonist: 4; D1 potentiator: -7; D1 antagonist: 3; D2 potentiator: 4; LDHA inh: -5; RXFP1 agonist: 10%; Vif-A3G inh: 0%; Vif-APOBEC3F blk: 4%; Glioma ERSR ind: -2%

Results for CC(=O)c1cc(C(=O)Nc2ccccc2C(=O)O)oc1C ?
D1 agonist: 1; D1 potentiator: -3; D1 antagonist: -8; D2 potentiator: -1; LDHA inh: -1; RXFP1 agonist: 1.6%; Vif-A3G inh: -11%; Vif-APOBEC3F blk: 5%; Glioma ERSR ind: 1%

Results for N#C/C(=C\c1cccc([N+](=O)[O-])c1)C(=O)NCc1cccnc1 ?
D1 agonist: 10; D1 potentiator: -2; D1 antagonist: -24; D2 potentiator: -5; LDHA inh: 2; RXFP1 agonist: 2.3%; Vif-A3G inh: -3%; Vif-APOBEC3F blk: -3%; Glioma ERSR ind: 0%
